From PubChem
D2 PAM = D2 dopamine receptor (human) potentiation; HEK293 T-REx D2, calcium flux, EC20 dopamine potentiation; potentiation, % at 10 µM; hit rate 0.34% among 340,000; P14416;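 active means potentiation over 3 SD above the plate norm, cut at about 30% in these data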; further: 0% is about no effect
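Cells plated with tetracycline inducer and held overnight at 30 C; calcium dye loaded 30–90 min at room temperature; baseline taken, compound added and read 180 s; EC20 dopamine then added and read 180 s.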
RXFP1 agonist = activates the human relaxin receptor RXFP1; Q9HBX9; HEK293T-RXFP1 cAMP TR-FRET, 30 min; response scale: percent of porcine relaxin response, buffer zero; Potency, µM (highest dose often 57.5 µM), for inactives: at the top dose activation, hits mostly activators; hit rate 0.3% among 370,000; active means well fitted activation curve with a large enough effect; inconclusive means small, poorly fitted or top-dose-only effect; further: potency means the concentration at half of the fitted maximal effect; on the % scale 0 is the no-effect control and ±100 the full control effect; nearly all actives have a fitted effect of over 60% in size; many of its hits are not listed in these tables
Target sequence (Q9HBX9 whole entry, looked up): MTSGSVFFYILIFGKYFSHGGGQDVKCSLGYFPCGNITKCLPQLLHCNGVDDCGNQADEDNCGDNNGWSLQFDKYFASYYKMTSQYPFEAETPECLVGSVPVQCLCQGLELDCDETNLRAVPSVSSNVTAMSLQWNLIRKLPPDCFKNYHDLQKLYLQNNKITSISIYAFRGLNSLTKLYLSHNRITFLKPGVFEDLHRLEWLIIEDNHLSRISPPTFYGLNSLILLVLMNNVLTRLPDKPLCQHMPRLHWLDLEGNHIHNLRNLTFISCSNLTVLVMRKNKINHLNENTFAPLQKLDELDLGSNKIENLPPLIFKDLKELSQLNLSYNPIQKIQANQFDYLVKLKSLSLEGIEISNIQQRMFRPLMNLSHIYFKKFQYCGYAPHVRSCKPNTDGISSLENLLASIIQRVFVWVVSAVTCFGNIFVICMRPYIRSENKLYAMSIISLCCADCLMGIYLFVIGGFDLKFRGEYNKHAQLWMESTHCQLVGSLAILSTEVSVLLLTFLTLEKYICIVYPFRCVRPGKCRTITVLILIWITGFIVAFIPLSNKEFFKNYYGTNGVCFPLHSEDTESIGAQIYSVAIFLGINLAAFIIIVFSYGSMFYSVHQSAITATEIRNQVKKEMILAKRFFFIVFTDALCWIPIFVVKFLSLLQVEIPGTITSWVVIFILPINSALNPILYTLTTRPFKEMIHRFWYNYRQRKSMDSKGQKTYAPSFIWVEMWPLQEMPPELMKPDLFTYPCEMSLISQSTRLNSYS
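Agonist response is measured as cAMP accumulation in an RXFP1-transfected HEK293T line under PDE4 inhibition. Values are scaled between buffer-only and 29 nM porcine relaxin, and EC50s come from standard Hill equation fits.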
TRHR PAM = allosterically enhances the human TRH receptor; P34981; enhancement, % at 2 µM; TRHR cells, fluo-8 calcium fluorescence, EC20 TRH enhancement; hit rate 0.66% among 360,000; in the data active means enhancement above about 30%; further: 0% is about no effect
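Enhancer read-out: after compound pinning and an initial kinetic agonist-mode read, an EC20 of TRH (10 nM final) was injected and fluo-8 calcium signal (Ex 480/Em 530) followed at 1 s/cycle for 100 cycles in TRHR-expressing cells.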
D1 PAM = enhances dopamine response at the human D1 receptor; P21728; HEK293 TREx D1 cells, calcium flux, dopamine EC20 potentiation; potentiation, % at 10 µM; hit rate 0.036% among 360,000; AID 504651; in the data active means potentiation above about 30%; further: 0% is about no effect
D2 antagonist = antagonizes the human D2 dopamine receptor | inhibition, % at 10 µM | HEK293 TREx D2 cells, calcium flux, dopamine EC80 | P14416 | AID 485344 | hit rate 2% among 340,000; in the data active means inhibition above about 30%; further: 0% is about no effect
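Antagonism is scored as inhibition of an EC80 dopamine-evoked calcium signal in a force-coupled, tetracycline-inducible HEK293 T-REx D2 line, with compound present 180 s before agonist.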
D1 antagonist = human D1 dopamine receptor antagonism; AID 504652; hit rate 3.2% among 360,000; activity change, negative = inhibition, % at 10 µM; HEK293 TREx D1 cells, calcium flux, dopamine EC80; stronger effect = lower value; in the data active means activity change below about -30%; further: on the % scale 0 is the no-effect control and ±100 the full control effect
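HEK293 T-REx cells expressing inducible, force-coupled D1 receptor; no-wash Ca dye, 30–90 min RT. Cmpd → 180 s read at 1 Hz → EC80 DA → 180 s read.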
RXFP1 antagonist = antagonists of human relaxin receptor RXFP1; Q9HBX9; HEK293-RXFP1, relaxin-stimulated cAMP HTRF, 30 min; stronger effect = lower value; activity change, negative = inhibition, % at 57.5 µM; hit rate 0.59% among 350,000;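 active means activity change of -60% or lower, but not beyond a set lower limit; inconclusive means change between -60% and -40%, or beyond the set limit; inactive means change above -40%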; further: on the % scale 0 is the no-effect control and ±100 the full control effect
D1 ag = activates the human D1 dopamine receptor | P21728 | HEK293 T-REx D1 cells, calcium flux, agonist mode | activation, % at 2 µM | hit rate 1% among 360,000 | AID 504660; in the data active means activation above about 30%; further: 0% is about no effect
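Inducible HEK293 T-REx D1 cells, force-coupled to calcium signalling, were plated at 4000 cells/well with tetracycline and held overnight at 30 C. After no-wash calcium dye loading, compound-evoked calcium rise over 180 s flagged agonists.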
D2 agonist = agonists of human D2 dopamine receptor; P14416; HEK293 T-REx D2 cells, calcium flux agonist mode; activation, % at 2 µM; hit rate 0.53% among 340,000;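 active means activation over 3 SD above normal in the single-dose calcium agonist read, cut at about 30% in these data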; further: 0% is about no effect
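Calcium-flux readout, 1 cycle/sec over 180 s following compound pin transfer, in inducible HEK293 Trex D2 cells (force-coupled); dopamine controls included. Positive calcium responses during this window marked compounds as potential agonists.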
* marks the source's active call; other numbers are inactive results; ? = inconclusive; . = no result given. These rows are one share of the data; the hit share may differ from the screen's.

SMILES	D2 PAM	RXFP1 agonist	TRHR PAM	D1 PAM	D2 antagonist	D1 antagonist	RXFP1 antagonist	D1 ag	D2 agonist
S=C(Nc1cccc(Cl)c1)N1CCN(c2ccccn2)CC1	-11	1.9%	1	-8	-15	-26	-2	8	1.7
O=C(NCCCc1ccccc1)C1CCC(CNc2c(N3CCCCC3)c(=O)c2=O)CC1 (configuration not stated)	9	-3.8%	6	0	-2	-8	-19	2	-0.6
Nn1c(SCc2cccc(Br)c2)nnc1-c1cccnc1	9	2.2%	6	7	-5	-13	7	-1	-0.3
CCC(O)(CC)C(=O)N/N=C/c1cc(Br)cc(Br)c1O	-6	6.0%	-4	-3	11	1	5	3	0.2
O=S(=O)(Oc1ccccc1/C=N/n1cnnc1)c1ccccc1	3	-0.1%	4	0	2	-8	-11	2	-0.7
O=C(O)CCCC(=O)Nc1ccc(Cl)c(Cl)c1	-6	1.0%	0	2	15	-9	-8	4	0.5
COc1cc(/C=N/NC(=O)c2cccc(C(=O)N/N=C/c3ccc(O)c(OC)c3)n2)ccc1O	8	1.5%	10	-3	-1	5	-5	3	0.8
COc1ccc(-c2cn3ccccc3n2)cc1	2	-0.2%	-2	-4	3	-11	0	1	0.3
Cc1ccc2c(=O)c(C(=O)c3ccccc3)cn(CC(=O)Nc3ccccc3)c2n1	9	?	0	-2	.	-6	1	-1	.
COCCCNC(=O)c1[nH]c2cc(OC)ccc2c1Sc1ccc(C)cc1	4	1.2%	-8	0	.	3	-16	4	-1.3
O=C(NCCc1nnc2ccc(NCCCN3CCOCC3)nn12)c1ccccc1F	16	9.1%	-1	2	0	-16	-8	2	-0.1
Cc1cc(NC(=O)c2cccc3ccccc23)cc(C)c1OCC(=O)N1CCOCC1	8	0.1%	-1	6	4	-7	-2	2	0.5
O=C(c1cccnc1Cl)N1CCOCC1	3	-1.8%	-3	3	1	-10	-31	12	0.7
Cc1oc(/C=N/NC(=O)CN(c2ccccc2Br)S(C)(=O)=O)cc1Br	11	-0.4%	3	-2	-3	0	-3	2	-0.4
Cn1c(C(=O)N2CCOCC2)cc2c(=O)n3ccccc3nc21	-1	1.6%	-2	-7	-6	4	8	0	0.7
CC(C)c1ccc(NC(=O)c2cccnc2)cc1	-16	-0.3%	-5	0	12	-11	6	1	-0.2
Cc1ccccc1-c1cc(C(=O)O)nn1CC1CC(c2cccc([N+](=O)[O-])c2)=NO1 (configuration not stated)	-11	0.2%	-4	-1	-11	-9	.	4	0.0
O=c1n(Cc2ccccc2Cl)c2ccccc2c2nc(-c3ccccc3)nn12	-7	2.0%	5	0	.	-7	3	3	-0.3
O=C(CCS(=O)(=O)c1cc(Br)cc2c1N(C(=O)C1CC1)CC2)NCc1ccco1	13	2.3%	1	4	5	0	-3	1	0.1
CC1=C(c2ccc(C(C)C)cc2)S(=O)(=O)N=C1N1CCN(c2ccccc2F)CC1	2	12%	0	4	.	-5	0	1	-0.5

Exported with each value named: part of the list above.
molecule: O=c1n(Cc2ccccc2Cl)c2ccccc2c2nc(-c3ccccc3)nn12
  D2 PAM: -7
  RXFP1 agonist: 2.0%
  TRHR PAM: 5
  D1 PAM: 0
  D2 antagonist: .
  D1 antagonist: -7
  RXFP1 antagonist: 3
  D1 ag: 3
  D2 agonist: -0.3
molecule: O=C(c1cccnc1Cl)N1CCOCC1
  D2 PAM: 3
  RXFP1 agonist: -1.8%
  TRHR PAM: -3
  D1 PAM: 3
  D2 antagonist: 1
  D1 antagonist: -10
  RXFP1 antagonist: -31
  D1 ag: 12
  D2 agonist: 0.7

Next part.
SMILES	D2 PAM	RXFP1 agonist	TRHR PAM	D1 PAM	D2 antagonist	D1 antagonist	RXFP1 antagonist	D1 ag	D2 agonist
CCOc1cc(-c2ccc(OC(=O)c3ccccc3)c(OC)c2)cc(=O)c2c(C)oc(C)c12	-2	2.9%	-3	0	.	3	-98*	4	-0.2
CCOC(=O)C1=C(COC(=O)CSc2ccc(Br)cc2)NC(=O)NC1C (configuration not stated)	-4	0.5%	-8	-7	-9	-6	-11	2	-0.2
O=C(Nc1ccccc1)C1CC(=O)N(Cc2ccccc2)C1 (configuration not stated)	2	1.7%	7	14	7	0	6	3	0.4
COc1ccc(NC(=O)COC(=O)c2ccc(OC)c(S(=O)(=O)N3CCCC3)c2)cc1OC	-9	0.4%	9	-6	7	-4	-6	0	0.8
CCOc1ccc(N2C(=O)CC(N3CCN(C4CCc5ccccc5C4)CC3)C2=O)cc1 (configuration not stated)	-11	0.5%	4	-1	16	-25	7	1	0.3
Cc1ccccc1NC(=S)NC(=O)CCc1ccccc1	7	-1.2%	-4	-3	-11	29	-17	1	1.1
[O-][n+]1c2ccccc2c2n1CCN=C2c1ccc(Cl)cc1	-15	-0.1%	4	-9	6	-10	.	-1	-0.3
CCOc1ccc(C(=O)NC2CCN(C(=O)N3CCCC3)CC2)cc1	6	1.0%	-4	5	-6	17	3	-3	-0.2
COc1ccc2c(Cl)c(C(=O)N/N=C/c3ccc4c(c3)OCO4)sc2c1	-3	3.0%	8	-7	16	13	10	3	1.2
CCCc1nc(SCC(=O)Nc2nccs2)c2ccccc2n1	9	21%	-1	-4	8	3	3	-3	0.1
C/C(=N\NC(=O)C(C)Nc1cccc(Cl)c1)c1ccc([N+](=O)[O-])cc1 (configuration not stated)	6	0.0%	-2	0	-3	24	-6	1	0.2
COC(=O)c1c(NC(=O)C2COc3ccccc3O2)sc2c1CCN(Cc1ccccc1)C2 (configuration not stated)	-2	1.2%	2	-3	-19	3	-11	5	-0.9
Nc1ncc2c(n1)CC(c1ccco1)CC2=O (configuration not stated)	4	1.2%	5	-3	7	6	-17	0	-0.5
COc1ccc(-n2nc(C(=O)Nc3ccc(Br)cc3C)c3c4ccccc4n(C)c3c2=O)cc1	21	11%	0	-2	.	4	-3	1	0.6
COC(=O)CCC(=O)OC1(C)C(=O)C2=CN(CCCOC(C)C)C(c3ccc(OC)cc3)=CC2=C(Br)C1=O (configuration not stated)	-7	0.0%	1	-2	17	6	.	7	-0.3
CC(C)CCOP(=O)(c1ccc(N(C)C)cc1)C(Nc1ccccc1)c1ccc(N(C)C)cc1 (configuration not stated)	10	1.4%	0	2	2	12	-7	0	-0.2
Cc1ccc(Cn2cnc3nc4c(cc3c2=O)CCCC4)cc1	12	0.2%	-6	-1	.	30	-3	2	-0.8
Cc1ccc(CN2CCC(n3nccc3NC(=O)CCOc3ccccc3)CC2)cc1C	-10	0.5%	3	-3	1	3	-18	3	0.4
O=C(CN(C(=O)CCNC(=O)c1ccco1)c1ccccc1)NC1CCCC1	-12	0.8%	-3	-3	8	-3	2	1	0.1
Cc1ccc(Cn2c(C)c(CNC3CCCCC3)c(C(=O)O)c2C)cc1	4	2.2%	3	-3	.	6	-9	-1	-0.3
CC(C)C(NC(=O)c1ccco1)C(=O)NCc1ccc(C(=O)O)cc1 (configuration not stated)	-13	0.2%	10	7	-18	2	4	1	0.6
COc1ccc2oc(=O)c(C(=O)NCc3ccccc3)cc2c1	5	20%	0	-1	-7	19	9	0	0.7
O=c1cc(-c2ccc([N+](=O)[O-])cc2)nc2cc(-c3ccc(F)cc3)[nH]n12	-27	-1.9%	1	7	-5	4	2	2	0.5
CC(=NCCCn1ccnc1)c1c(O)n(Cc2ccccc2)c(=O)[nH]c1=O	-1	0.4%	-1	-3	13	2	-11	2	-1.6
O=C(COc1ccc(F)cc1Cl)Nc1nc(-c2ccccn2)cs1	8	0.6%	4	-6	-10	-1	.	7	0.8
CC(=O)Nc1ccc(NC(=O)CN(C)S(=O)(=O)c2ccc3c(c2)CCC(=O)N3)cc1	6	-0.3%	1	-2	-12	-16	-86*	1	1.1
CC(C)Cc1ccccc1S(N)(=O)=O	2	-3.3%	-4	-1	12	5	.	0	0.5
COc1ccc(NC(=O)CSc2oc(-c3ccco3)nc2S(=O)(=O)c2ccc(C)cc2)c(OC)c1	-3	2.1%	1	1	.	-2	-8	2	-0.7
Cc1coc(C)c1C(=O)Nc1ccc2ccccc2c1	2	-0.5%	-2	-4	4	17	-2	2	-0.4
Oc1ccc(/C=N/n2c(-c3ccccc3)n[nH]c2=S)cc1Br	3	2.2%	1	3	0	9	-7	2	0.1
Cc1ccccc1OCc1nc2ccccc2n1Cc1ccccc1Cl	3	1.2%	1	-1	.	7	-7	22	0.6
C/C(CC(=O)Nc1ccc(N(C)C)cc1)=N\NC(=O)c1ccc([N+](=O)[O-])cc1Cl	12	-3.6%	7	2	3	-3	1	0	-2.3
Cc1ccc2nc(-c3ccccn3)c(Nc3ccc(F)cc3)n2c1	-17	1.0%	-1	2	.	-11	-16	-1	-0.5
CC(=O)c1ccc2c(c1)CC(C)C(=O)N2C (configuration not stated)	3	3.5%	10	-8	-10	-2	5	4	-0.1
CC(=O)N1CCc2cc(C(=O)CN3CCCN(Cc4ccc(F)cc4)C3)ccc21	4	-1.4%	2	7	-40	2	.	0	-0.8
COc1cc(/C=C2\CCCc3c2nc2ccccc2c3C(=O)O)cc([N+](=O)[O-])c1O	-3	-2.2%	-3	.	-18	-4	-30	2	1.5
O=S(=O)(c1ccccc1)N1CCN(C(=S)NCc2ccccc2)CC1	12	-0.4%	3	-6	7	-11	-5	10	-2.8
C=CCN(c1ccc(Cl)cc1)S(=O)(=O)c1cccc(C(=O)O)c1	0	1.5%	-4	-1	2	-2	6	2	-2.0
Cc1[nH]n(-c2ccccc2)c(=O)c1N=Nc1c(O)cc(S(=O)(=O)N(C)C)c2ccccc12	-5	-2.9%	-7	-7	15	-24	.	6	0.3
CCN(Cc1nc2ccccc2c(=O)[nH]1)Cc1cc(=O)oc2cc(OC)ccc12	10	3.9%	3	24	13	4	-2	-2	-2.2
COc1ccc(OC)c(S(=O)(=O)NC(C)c2cnn(-c3ccccn3)c2C)c1 (configuration not stated)	-6	1.7%	13	-6	9	0	0	5	-0.3
CCOC(=O)c1ccc(Nc2c(-c3ccc(N(C)C)cc3)nc3nc[nH]n23)cc1	-2	2.2%	5	-1	.	-8	-8	11	0.8
CCc1cccc(C)c1NC(=S)NCc1ccccc1	9	-0.3%	-1	6	-5	5	18	1	-1.2
COc1ccc(-c2c(=O)n(OCc3nc4ccccc4[nH]3)c3ccccc3[n+]2[O-])cc1	13	-0.8%	-2	-1	-12	-18	-26	3	-0.8
COc1ccc(C2CC(c3ccccc3)=NN2c2ccc(/C=N/NC(=O)c3ccncc3)cc2)cc1 (configuration not stated)	-14	3.4%	-6	-3	-4	-7	-2	29	3.2

Four entries from above, arranged by the value under RXFP1 agonist, lowest first.
Structure | RXFP1 agonist
COc1ccc(-c2c(=O)n(OCc3nc4ccccc4[nH]3)c3ccccc3[n+]2[O-])cc1 | -0.8%
CCc1cccc(C)c1NC(=S)NCc1ccccc1 | -0.3%
CCOC(=O)c1ccc(Nc2c(-c3ccc(N(C)C)cc3)nc3nc[nH]n23)cc1 | 2.2%
COc1ccc(C2CC(c3ccccc3)=NN2c2ccc(/C=N/NC(=O)c3ccncc3)cc2)cc1 (configuration not stated) | 3.4%
